ERK EGF inh: qHTS Assay for Inhibitors of the ERK Signaling Pathway using a Homogeneous Screening Assay; Stimulation with EGF. HEK293-V1b, EGF-stimulated phospho-ERK AlphaScreen. Potency, µM (titrated, usually from 11.5 µM), for inactives: at the highest dose activity change, negative = inhibition, most hits filed as inhibitors. 130,000 tested, 0.41% active; active = well fitted inhibition curve with a large enough effect; inconclusive = small, poorly fitted or top-dose-only effect, or effect the other way;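 note: plate controls were stimulated vehicle wells for no effect and unstimulated vehicle basal for full effect; nearly all actives have a fitted effect of over 55% in size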
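Concentration-response of compounds against EGF-driven ERK phosphorylation in V1b-expressing HEK293 cells; 30 min preincubation, 5 min EGF, AlphaScreen detection; Normalized to DMSO basal and 25 nM EGF.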
* marks the source's active call; other numbers are inactive results; ? = inconclusive; [ ] = dose if it differs, or a comment. Potency is the fitted concentration of half-maximal effect. Some of the compounds tested (hit frequency here may not be typical).

Molecule	ERK EGF inh
COc1ccc(-c2nc3c(Br)c(N)c(Br)cc3o2)cc1	?
Cc1nn(Cc2ccc(C(=O)N3N=C(C(F)F)CC3(O)C(F)F)o2)c(C)c1[N+](=O)[O-] (configuration not stated)	2.4%
CCOc1ccc2cc(S(=O)(=O)N3CCN(C)CC3)ccc2c1	11.5%
Cc1ccc(NC(=O)Nc2c(C)n(C)n(-c3ccccc3)c2=O)cc1C	4.2%
O=C(O)C(Cc1c[nH]c2ccccc12)N1Cc2ccccc2C1=O (configuration not stated)	-5.3%
Cc1ccc(Nc2nc(N)c([N+](=O)[O-])c(N3CCOCC3)n2)cc1C	?
O=C(CS(=O)(=O)c1ccccc1)Nc1cccnc1	1.4%
Cn1c(=O)n(Cc2ccc(F)cc2)c(=O)c2c1nc1n2CCN1Cc1ccco1	-3.5%
CN(C)CCNS(=O)(=O)c1ccc(Cl)cc1	8.4%
COc1ccc(NC(=O)/C(Cl)=C(/Cl)S(=O)Cc2ccc(Cl)cc2)cn1 (configuration not stated)	?
Cc1ccccc1NC(=O)Cc1cccc(C(F)(F)F)c1	3.4%
COc1ccc(Br)cc1C(=O)Nc1ccccc1N1CCN(C(=O)c2ccccc2)CC1	-9.8%
CC(=O)Cn1c(CN2CCCC2)nc2ccccc2c1=O	5.8%
CCCCCCOc1ccc(/C(C)=N/NC2=NCCN2)cc1[N+](=O)[O-]	-6.8%
COCCCNC(=S)N/N=C/c1ccc2c(c1)OCO2	5.7%[57.5 µM]

(cont.)
Molecule	ERK EGF inh
N#Cc1c(NC(=O)c2cnn3cccnc23)sc2c1CCCC2	-13.5%
O=C(Nc1nc(-c2ccccc2)ns1)c1ccncc1	3.6%[57.5 µM]
CCCn1cc(C(=O)OCC)c(=O)c2cc(F)c(F)cc21	-6.9%[57.5 µM]
O=C(COC(=O)c1ccccc1[N+](=O)[O-])Nc1cc(S(=O)(=O)N2CCOCC2)ccc1N1CCCC1	7.4%
CC(=O)c1ccccc1NCC(=O)Nc1ccc(C)cc1	-9.7%
Cc1cc(SCC(=O)NN=C2CCN(C(C)C)CC2)c(C)cc1Br	6.4%
CC(=O)N1N=C(c2ccccc2)OC1c1ccc([N+](=O)[O-])s1 (configuration not stated)	2.2%
Nc1nc2nc(Cl)[nH]c2c(=O)[nH]1	23.1%
O=C(CC(c1ccco1)S(=O)(=O)c1ccccc1)c1ccccc1 (configuration not stated)	-17.1%[57.5 µM]
O=C(NCCCCCCNC(=O)c1cccs1)c1cccs1	-7.1%
O=C(c1ccccc1)N1C(=O)C(c2ccccc2)Oc2ccccc21 (configuration not stated)	-21.1%[57.5 µM]
Nc1cc(=O)[nH]c(SCC(=O)NNC(=O)Cc2ccccc2)n1	7.8%
Cc1c(C(=O)OCCOC(C)C)[nH]c2c1C(=O)CC(c1ccco1)C2 (configuration not stated)	-3.6%
CCOc1ccc(C(=O)NCCN2CCCC2)cc1	-7.4%
C=C(C)c1cccc(C(C)(C)NC(=O)NCc2cccnc2)c1	-1.6%

Reprinted at random: three entries already listed.
Molecule	ERK EGF inh
Cc1c(C(=O)OCCOC(C)C)[nH]c2c1C(=O)CC(c1ccco1)C2 (configuration not stated)	-3.6%
N#Cc1c(NC(=O)c2cnn3cccnc23)sc2c1CCCC2	-13.5%
C=C(C)c1cccc(C(C)(C)NC(=O)NCc2cccnc2)c1	-1.6%

(next part)
Molecule	ERK EGF inh
Cc1ccc(C2c3sc(=O)[nH]c3SC3C4CC(C5C(=O)N(C(C)C(=O)O)C(=O)C45)C23)cc1 (configuration not stated)	-3.1%
OC1O[C@H](c2ccc3c(c2)OCO3)[C@H]2CO[C@H](c3ccc4c(c3)OCO4)[C@@H]12 (some centres not stated)	7.5%[57.5 µM]
COC(=O)[C@@H](NC(=O)/C=C/c1ccc(OC)cc1)C(C)C	-3.3%
COc1cc(/C=N/NC(=O)c2cc(-c3ccco3)nc3ccccc23)cc(OC)c1O	7.7%[57.5 µM]
COCCn1c(SCC(=O)Nc2nnc(C)s2)nnc1-c1ccoc1C	-12.0%
Cc1ccc(OCCn2cc(/C=C(\C#N)C(=O)NCC3CCCO3)c3ccccc32)cc1 (configuration not stated)	1.9%
COc1ccc(Cl)cc1C(=O)Nc1ccc(S(N)(=O)=O)cc1	1.4%[57.5 µM]
COC(=O)N[C@H](C[N+](=O)[O-])C(C)(C)C	-5.0%
O=C(CCc1ccc(S(=O)(=O)N2CCOCC2)cc1)Nc1ccc2c(c1)OCCO2	-3.0%[57.5 µM]
CC(C)(OC1OC(CO)C(O)C(O)C1O)[C@H]1Oc2ccc3ccc(=O)oc3c2[C@H]1O (some centres not stated)	-1.3%
CCn1cc(C(=O)NCc2ccc3c(c2)OCO3)c(=O)c2cc(S(=O)(=O)N(C)C)ccc21	11.0%
CC(C)c1ccc(C2C3=C(COC3=O)Nc3cc4c(cc32)OCO4)cc1 (configuration not stated)	-2.3%
CCOC(=O)C(C)Oc1ccc(NC(=O)C(Cl)(Cl)Cl)cc1 (configuration not stated)	4.8%[57.5 µM]
CCOc1ccccc1NC(=O)C(OC(=O)c1cc(C)oc1C)c1ccccc1 (configuration not stated)	-4.7%
Cc1noc(C(=O)N2CCN(c3ccc(F)cc3)CC2)c1Cl	20.1%

(further entries)
Molecule	ERK EGF inh
CCOC(=O)c1ccc(NC(=O)CN2C(=O)NC3(CCC(C)CC3)C2=O)cc1 (configuration not stated)	13.3%
O=C(CSc1ccccn1)N1CCN(c2ncc(C(F)(F)F)cc2Cl)CC1	-6.1%[57.5 µM]
CN1C(=O)c2ccccc2NC(=O)[C@]12O[C@@H]2c1cccc(O)c1	-4.6%[57.5 µM]
CCOc1ccc(C(CC(=O)O)NC(=O)COc2ccccc2)cc1OC (configuration not stated)	-4.8%
C[N+]1(C)C[C@@H](O)C[C@@H]1C(=O)[O-]	-7.3%[25.7 µM]
O=c1cc(-c2ccc(O)c(O)c2)oc2cc(O)c(C3OC(CO)C(O)C(O)C3O)c(O)c12 (configuration not stated)	0.8%[57.5 µM]
CCCCN(C(=O)CSc1nnc(-c2ccccc2OC)n1C)c1c(N)n(Cc2ccccc2)c(=O)[nH]c1=O	0.5%
CCN(CC)CCCNC(=O)c1cc(Sc2nnc(C)s2)nc2ccccc12	-1.5%
COC(=O)c1cccc(NC(=S)N2CCCCC2)c1	18.7%
CCOC(=O)C1CCN(C(=O)c2ccccc2NS(=O)(=O)c2ccc(F)c(F)c2)CC1	9.0%
Cc1ccc2nc(C)c(C(=O)N/N=C/c3ccccc3[N+](=O)[O-])cc2c1	-11.8%
O=C(NCc1ccccc1)C1CCN(S(=O)(=O)c2cc([N+](=O)[O-])ccc2Cl)CC1	5.7%
Oc1ccccc1C=NC1=NN(c2cccc(C(F)(F)F)c2)CC1	3.9%
O=C(COC(=O)c1ccc(Cl)c(S(=O)(=O)N2CCN(c3ccc(F)cc3)CC2)c1)Nc1cccc(Cl)c1	-8.9%
COc1ccc2c(c1)c(=O)c(C(=O)c1ccc(C)cc1)cn2CC(=O)Nc1ccc(F)cc1	2.3%

(continued)
Molecule	ERK EGF inh
N#Cc1ccc(NC(=O)Nc2cccc(C#N)c2)cc1	-2.8%[57.5 µM]
Cc1[nH][nH]c(=O)c1C(c1ccc(-c2ccccc2C(=O)O)o1)c1c(C)[nH][nH]c1=O	-3.3%
O=C(CCSc1ccccc1)Nc1ccccc1C(=O)N1CCCC1	27.7%
O=C(COC(=O)Cn1cnc2ccccc21)Nc1cc2c(cc1Cl)C(=O)c1ccccc1C2=O	?
O=C(O)c1ccc(NC2=Nc3cccc4cccc2c34)cc1	3.8%[57.5 µM]
CCOc1ccc(NC(=O)/C(=C\c2ccc(OC(C)=O)c(OC)c2)NC(C)=O)cc1	5.2%
C=C[C@@H](C)[C@](C)(O)c1ccccc1	2.6%
O=C(Nc1nc2n(n1)C(c1ccc(F)cc1)CC(c1ccccc1)N2)c1ccco1 (configuration not stated)	5.0%[57.5 µM]
CCc1ccc(C2CC(=O)N(c3ccc(F)cc3)C3=C2C(=O)OC3)cc1 (configuration not stated)	-11.8%
Cc1ccc(NC(=O)c2cnn(C)c2)cc1[N+](=O)[O-]	2.0%
COc1ccc2[nH]cc(CCNS(=O)(=O)c3ccc(NC(C)=O)cc3)c2c1	-11.7%
CCN1CCN(C(=O)/C=C/c2ccccc2[N+](=O)[O-])CC1	-5.9%
COc1ccc(-n2c(=O)c3c4c(sc3n(Cc3cccc(F)c3)c2=O)CN(C(C)=O)CC4)c(OC)c1	-7.5%
O=C(CNC(=O)c1ccc(Br)o1)OCC(=O)c1cccc([N+](=O)[O-])c1	4.0%
Cc1cc(OCC(=O)Nc2ccc(S(=O)(=O)N3CCN(C)CC3)cc2)ccc1Cl	-2.2%

(next part)
Molecule	ERK EGF inh
COc1ccc(NC(=S)N(Cc2cccnc2)Cc2cc3cc(OC)c(OC)cc3[nH]c2=O)cc1	15.7%
CCCCCC(=O)/C=C/[C@@H]1[C@@H](C/C=C\CCCC(=O)O)[C@@H](O)C[C@H]1O	-5.8%
COC(=O)c1nc(N)sc1-c1ccc(Cl)cc1	-3.9%
Cc1cc(Nc2ccc(C)c(Cl)c2)nc(N2CCOCC2)n1	-2.2%[57.5 µM]
Oc1ccc(/C=N/N(Cc2ccccc2)c2ccccc2)c(O)c1O	1.2%
Cc1ccccc1NC(=O)Cc1nc(-c2ccc3ccccc3c2)cs1	3.2%
COc1ccc(N2CC(O)(c3ccc(C)cc3)[N+]3=C2CCCC3)cc1 (configuration not stated)	-5.6%
N#CC1=C(SCC(=O)Nc2ccc(C(=O)O)cc2)NC(=O)CC1c1ccco1 (configuration not stated)	-9.7%[57.5 µM]
O=C(O)c1cc2nc(-c3cccs3)cc(C(F)(F)F)n2n1	-2.4%
Nc1nnc(SCC(=O)Nc2cc(S(=O)(=O)N3CCOCC3)ccc2Cl)s1	1.1%
CC(NC(=O)c1ccc(F)cc1)C(=O)NC1=NCCS1 (configuration not stated)	3.9%
Cc1cc(C)n(-c2ccc(F)cc2)c(=O)c1C#N	2.0%
Cc1ccc(NC(=S)N2CCc3[nH]c4ccccc4c3C2)cc1	-4.1%[57.5 µM]
COC(=O)[C@@H]1C[C@H]2CC[C@H](O)C[C@H]2N1Cc1ccccc1OC(=O)c1cccs1	3.8%
Cc1ccc(NC(=O)CSCc2ccc(F)cc2)cc1	8.0%

Other records
Molecule	ERK EGF inh
Cc1ccc(NC(=O)C2CC(Cl)=CCC2C(=O)O)c([N+](=O)[O-])c1 (configuration not stated)	7.2%
CCOC(=O)c1c(NC(=O)CN2CCCCC2)sc(CN(C)C)c1-c1ccccc1	6.6%
COc1ccccc1C(=O)Nc1ccc(-c2nnn(CC(=O)N3CCOCC3)n2)cc1	-9.9%
CNS(=O)(=O)c1cc(C(=O)O)ccc1OC	0.4%
Nc1nnc(-c2ccccc2F)s1	-5.6%
Cc1onc(C(=O)NCc2ccc(F)cc2)c1[N+](=O)[O-]	-4.7%[57.5 µM]
N#C/C(=C\c1ccc2c(c1)OCO2)C(N)=S	-7.6%[57.5 µM]
COc1ccc(-c2nnn(CC(=O)N3CCN(c4ccccc4OC)CC3)n2)cc1	7.3%
O=C(NCc1ccccc1)c1ccc(N2C(=O)C3CCCCC3C2=O)cc1 (configuration not stated)	7.2%
O=C1C2C3C=CC(C3)C2C(=O)N1/N=C/c1cn(Cc2ccccc2)c2ccccc12 (configuration not stated)	-7.7%[57.5 µM]
COc1cc(OC)c(C(=O)OCC(=O)N(Cc2ccccc2)C(C)(C)C)cc1OC	5.1%
Cc1ccc(-c2cc(N)n(-c3ccc(F)cc3)n2)cc1	-2.1%
CCOC(=O)C1CCN(c2nc3ccccc3n2CC(=O)c2ccccc2)CC1	-2.9%
CC(=O)NC1C(=O)N(Cc2ccccc2)c2ccc(Br)cc21 (configuration not stated)	2.5%[57.5 µM]
CCC(=O)NNc1ncnc2c1cnn2-c1ccccc1	?

Next section:
Molecule	ERK EGF inh
Cc1nc([N+](=O)[O-])c(C(=O)OCc2ccc(C#N)cc2)n1C	-1.5%
COc1cccc(N/C(N)=N/c2nc(CSc3ccccn3)cc(=O)[nH]2)c1	-9.5%
CC(OC(=O)c1cn(-c2ccccc2)nc1-c1cccnc1)C(N)=O (configuration not stated)	1.4%[57.5 µM]
C=CCc1cccc(C=Nc2cc(Br)ccc2O)c1O	1.5%
CC(C)OCCCNC(=S)Nc1ccc2nc3n(c(=O)c2c1)CCCCC3	-7.1%
CCN(CC)S(=O)(=O)c1ccc2c(c1)c(=O)c(C(=O)NCc1ccco1)cn2C	2.1%
COC(=O)c1c(SCc2ccc(C#N)cc2)nc(=O)[nH]c1C	-7.4%
O=S(=O)(CCN1C=CC(C(F)(F)F)=NCC1)c1ccc(Cl)cc1Cl	6.2%[57.5 µM]
O=C1NC(=Nc2ccc(Cl)cc2)SC1Cc1cccc(Cl)c1Cl (configuration not stated)	-5.4%
OC(CNC1Cc2ccccc2C1)COc1ccc(Cl)cc1 (configuration not stated)	-8.9%[57.5 µM]
CC(=O)C1=C(c2ccccc2)N(C(C)=O)n2c(C)nnc2S1	-0.6%
C/C(=N\Nc1cc(C)nc(-c2ccccc2)n1)c1cccc([N+](=O)[O-])c1	33.8%
COc1ccc(-c2cc(C(=O)c3c(N)n(C)c(=O)n(C)c3=O)c3ccccc3n2)cc1	-3.8%[57.5 µM]
COc1ccc(OCc2n[nH]c(=S)n2Cc2ccco2)cc1	1.3%
Cc1nc(SCC(=O)c2ccccc2)[nH]c(=O)c1Oc1ccc(Cl)cc1	28.4%[57.5 µM]

Screens as filed in PubChem.
